Screening data from PubChem BioAssay.
MsrA inhibitor: bovine MsrA enzyme inhibitors, primary screen, biochemical, absorbance, HTS; Methionine sulfoxide reductase A (Bos taurus); purified bovine MsrA, absorbance read-out; inhibition, % at 15.5 µM; hit rate 0.75% among 360,000; AID 651718, 2012; in the data active means inhibition above about 4.5%;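 further: 0% = vehicle wells with enzyme and 100% = reference inhibitor wells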
Scp1 inh: Scp-1 phosphatase inhibitors, primary screen, biochemical, colorimetric, uHTS. Carboxy-terminal domain RNA polymerase II polypeptide A small phosphatase 1 (Homo …. Recombinant Scp1, phosphopeptide, malachite green phosphate absorbance. inhibition, % at 20 µM. hit rate 0.88% among 340,000. AID 493091, 2011;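 active means inhibition above about 50% at 20 µM, limit read from the data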;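 further: plate controls were DMSO wells with enzyme for no effect and wells lacking enzyme for full effect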
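Assay system: SCP-1 catalytic fragment, aa 76-261 | Buffer or medium: Tris acetate buffer pH 5.5 with MgCl2 and Tween-20 | Compound: One concentration, 20 µM, with 1.0% DMSO | Also added: Phospho 17-mer peptide substrate | Signal: Absorbance at 630 nm | Incubation: 45 min enzyme reaction at room temperature | Measure: % inhibition of SCP-1 phosphate liberation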
Tb MetRS inh: T. brucei MetRS inhibitors, primary screen, biochemical, luminescence; hit rate 0.4% among 360,000; inhibition, % at 11.9 µM; purified T. brucei MetRS, ATP depletion, Kinase-Glo luminescence; methionyl-tRNA synthetase (Trypanosoma brucei brucei);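 active means inhibition above a per-plate cutoff of the control wells' mean inhibition plus 3 SD, cut at about 5.5% in these data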;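 further: 0% = DMSO wells median and 100% = median of wells with control inhibitor compound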
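Dosing: 11.9 µM compound single dose, 0.9% DMSO; Assay system: purified T. brucei MetRS enzyme; Measured by: Kinase-Glo luciferase luminescence reporting remaining unconsumed ATP; Schedule: 15 min plus 2 h at 25 °C.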
CSN inh: inhibitors of CSN-mediated cullin deneddylation, primary screen, biochemical, fluorescence polarization, uHTS; COP9 signalosome complex subunit 5 (Homo sapiens), Q92905; Purified CSN, SCF-Nedd8-OG deneddylation; inhibition, % at 12.5 µM; hit rate 0.38% among 360,000; AID 651999, 2013;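 active means pattern-corrected inhibition above about 35%, with an unprinted fluorescence ratio check between 0.5 and 1.5, limit read from the data, passing the limit was not always enough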;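 further: 0% = enzyme with substrate and 100% = substrate without enzyme; some results filed as inactive read as strong as hits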
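Assay system: purified human Csn5 enzyme expressed in HEK293T cells; Input: 0.24 nM Csn5 enzyme, final concentration; Reagent: 10 nM SCFSkp2-Nedd8OG; Compound dosing: 12.5 µM single point; Times: reaction 90 min, room temperature; Technique: fluorescence polarization readout.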
DNMT1 block: human DNMT1 methyltransferase inhibitors, primary screen, biochemical, molecular beacon, fluorescence, HinP1I cleavage, uHTS; DNA (cytosine-5)-methyltransferase 1 (Homo sapiens), P26358; inhibition (reported as % activation of signal), % at 10 µM; hit rate 0.83% among 360,000; in the data active means inhibition above about 50%
Target sequence (P26358 504-1616 limits assumed): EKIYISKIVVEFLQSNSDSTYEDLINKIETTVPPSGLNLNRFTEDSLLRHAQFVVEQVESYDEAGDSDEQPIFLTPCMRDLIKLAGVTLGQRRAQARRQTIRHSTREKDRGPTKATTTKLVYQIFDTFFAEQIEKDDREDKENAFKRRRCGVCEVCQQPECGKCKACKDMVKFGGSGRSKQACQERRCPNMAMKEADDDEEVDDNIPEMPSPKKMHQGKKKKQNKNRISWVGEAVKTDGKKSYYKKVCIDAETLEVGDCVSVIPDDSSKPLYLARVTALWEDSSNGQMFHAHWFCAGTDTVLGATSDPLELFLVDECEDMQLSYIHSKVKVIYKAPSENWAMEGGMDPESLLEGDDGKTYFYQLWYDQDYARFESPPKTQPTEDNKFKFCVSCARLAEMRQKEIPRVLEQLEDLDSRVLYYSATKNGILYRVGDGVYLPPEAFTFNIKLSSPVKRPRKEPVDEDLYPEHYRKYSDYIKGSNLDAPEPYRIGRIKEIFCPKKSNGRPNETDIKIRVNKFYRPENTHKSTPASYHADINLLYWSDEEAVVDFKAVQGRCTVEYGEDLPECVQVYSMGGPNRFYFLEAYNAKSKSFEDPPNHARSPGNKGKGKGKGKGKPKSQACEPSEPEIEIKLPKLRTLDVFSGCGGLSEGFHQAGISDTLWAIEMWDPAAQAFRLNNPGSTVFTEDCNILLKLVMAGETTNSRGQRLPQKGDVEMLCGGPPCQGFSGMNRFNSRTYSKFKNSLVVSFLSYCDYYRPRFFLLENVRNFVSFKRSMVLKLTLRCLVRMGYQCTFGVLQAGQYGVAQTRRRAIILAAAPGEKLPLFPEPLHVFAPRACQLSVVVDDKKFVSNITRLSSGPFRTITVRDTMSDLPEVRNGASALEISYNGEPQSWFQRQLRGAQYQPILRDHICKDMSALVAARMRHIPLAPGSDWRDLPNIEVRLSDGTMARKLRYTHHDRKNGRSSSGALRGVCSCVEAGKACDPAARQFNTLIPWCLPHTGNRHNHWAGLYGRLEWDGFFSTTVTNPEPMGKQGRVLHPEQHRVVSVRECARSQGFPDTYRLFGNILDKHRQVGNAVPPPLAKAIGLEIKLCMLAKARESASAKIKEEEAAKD
SUMO1-SIM PPI: modulators of SUMO1 protein-protein interactions, primary screen, biochemical, uHTS. SUMO1 binding to a labelled peptide, TR-FRET, 1 h. inhibition, % at 20 µM. hit rate 0.33% among 360,000. AID 602429, 2012; in the data active means inhibition above about 37%
Rpn11 block: Rpn11 (PSMD14) deubiquitinase inhibitors, primary screen, biochemical, fluorescence polarization, uHTS; 26S proteasome non-ATPase regulatory subunit 14 (Homo sapiens), O00487; human 26S proteasome, Ub4-pepOG fluorescence polarization; 20S core pre-blocked with epoxomicin; calls only at 20 µM; hit rate 0.59% among 360,000;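 active means inhibition at 20 µM, scaled to each plate's controls, above about 33%, limit read from the data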
STEP block: STEP phosphatase inhibitors, primary screen, biochemical, fluorescence intensity, uHTS | Tyrosine-protein phosphatase non-receptor type 5 (Homo sapiens), P54829 | recombinant STEP, OMFP fluorogenic substrate | inhibition, % at 20 µM | hit rate 0.25% among 360,000 | AID 588621, 2011;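 active means inhibition at 20 µM, scaled per plate between control wells, above about 37%, limit read from the data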;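 further: 0% = DMSO with enzyme and substrate and 100% = substrate only without enzyme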
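Material: STEP (striatal-enriched tyrosine phosphatase) enzyme, cell-free; Compound dosing: 20 µM single dose in 1% DMSO; Technique: fluorescence read at 480 nm ex / 540 nm em; Times: reaction 20 min, ambient temperature; Medium: 50 mM Bis-Tris pH 6.0 with 2.5 mM DTT and 0.005% Tween 20; Also added: OMFP at 25 µM.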
LMPTP inh: LMPTP phosphatase inhibitors, primary screen, biochemical, fluorescence intensity, uHTS | inhibition, % at 20 µM | recombinant LMPTP-A, OMFP fluorogenic substrate | AID 651560, 2012 | Low molecular weight phosphotyrosine protein phosphatase (Homo sapiens), P24666 | hit rate 0.22% among 360,000;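 active means compounds that cut the enzyme signal by at least half of the control window in the single-dose screen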;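 further: plate controls were DMSO wells with enzyme plus substrate for no effect and substrate without enzyme for full effect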
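Assay system: LMPTP-A, protein tyrosine phosphatase of low molecular weight / Medium: pH 6.0 Bis-Tris buffer with DTT and Triton X-100 / Schedule: 50 min enzyme reaction at room temperature, protected from light / Measured by: endpoint fluorescence intensity from OMFP dephosphorylation / Read-out basis: % inhibition relative to no-enzyme and uninhibited control wells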
NadD block: inhibitors of S. aureus NadD, primary screen, biochemical, colorimetric, uHTS. purified NadD enzyme, colorimetric absorbance read-out. inhibition, % at 20 µM. hit rate 0.78% among 360,000; in the data active means inhibition above about 26%; further: some compounds past the cut are filed as inactive
* marks the source's active call; other numbers are inactive results; i = inactive; x = not tested or not shown. The order is random. About 3.9% of those tested had a hit in this group.

Start of the listing, in advance:
SMILES	MsrA inhibitor	Scp1 inh	Tb MetRS inh	CSN inh	DNMT1 block	SUMO1-SIM PPI	Rpn11 block	STEP block	LMPTP inh	NadD block
Cc1cnc(C)c(N2CCC(C(=O)NC(C)c3cccs3)CC2)n1 (centres undefined)	0.4	-6	-0.2	-2	-1	1	i	-1	1.3	1
CS(=O)(=O)Nc1ccc(C(=O)NCCSCc2c(F)cccc2Cl)cc1	-1.2	-12	0.3	0	-3	5	i	1	0.9	-6

The list itself, previewed entries included:
SMILES	MsrA inhibitor	Scp1 inh	Tb MetRS inh	CSN inh	DNMT1 block	SUMO1-SIM PPI	Rpn11 block	STEP block	LMPTP inh	NadD block
Cc1cnc(C)c(N2CCC(C(=O)NC(C)c3cccs3)CC2)n1 (centres undefined)	0.4	-6	-0.2	-2	-1	1	i	-1	1.3	1
CS(=O)(=O)Nc1ccc(C(=O)NCCSCc2c(F)cccc2Cl)cc1	-1.2	-12	0.3	0	-3	5	i	1	0.9	-6
COCCNC(=O)CSCc1c(F)cccc1Cl	-0.2	-3	0.1	2	-4	-1	i	1	-1.4	0
COCCn1c(=NC(=O)CCS(=O)(=O)c2ccccc2)sc2c(OC)ccc(OC)c21	-0.1	-2	0.5	3	-7	-73	i	3	2.6	1
FC(F)(F)C12CC(c3ccccc3)=NCCN1CCN2 (centres undefined)	0.2	0	-0.6	-2	-5	-3	i	-1	-9.4	-4
COc1ccc2[nH]cc(S(=O)(=O)c3ccc(C(C)C)cc3)c(=O)c2c1	-0.5	-3	2.6	5	4	-2	i	-1	-0.5	0
O=C(CCl)N=c1sccn1Cc1ccc(Cl)cc1Cl	-1.0	-4	0.5	-2	6	-5	i	3	0.5	2
COc1cccc(CNc2cc(CSc3ccc(Cl)cc3)nc(C)n2)c1	x	15	-0.9	0	-2	-9	i	2	8.1	0
CCC(=O)Nc1ccc(C(=O)CSc2nnc(-c3ccc(NS(C)(=O)=O)cc3)n2C)cc1OC	0.3	-7	-0.1	0	4	4	i	-4	-1.4	0
O=C(COC(=O)CNC(=O)C1CCCCC1)Nc1cc(C(F)(F)F)ccc1Cl	0.1	-1	-0.2	5	4	3	i	-2	-1.4	0
COc1cccc(N2CCN(C(=O)C3CCCN(c4ncnc5c4nc4n5CCCCC4)C3)CC2)c1 (centres undefined)	1.0	-4	-0.2	-3	-1	11	i	-2	0.8	9
Cc1cc(NCc2ccccc2)nc(N2CCOCC2)n1	1.0	3	-0.5	1	-1	-4	i	0	4.1	4
COc1ccc(C(=O)NCC(c2ccco2)N2CCOCC2)cc1OC (centres undefined)	-0.4	0	-0.3	-1	2	0	i	0	0.0	0
Cc1nn(Cc2ccccc2)c(C)c1NC(=O)c1cccs1	-0.8	13	-0.3	4	3	2	i	-2	-0.5	-6
N=C(c1cccc([N+](=O)[O-])c1)N1CCCCC1	1.8	-4	0.2	11	5	-8	i	-5	-1.1	-4
Cc1nn(-c2ccccc2)c(=S)n1-c1ccccc1	-0.1	7	-1.0	4	2	1	i	-1	-0.9	10
Cc1cc(C(=O)COc2cccc([N+](=O)[O-])c2)c(C)n1C1CC1	-0.6	-8	-0.6	8	-1	-28	i	4	1.3	-6
COC(=O)C1C(O)=C(C=Nc2cccc3ccccc23)C(=O)CC1(C)C (centres undefined)	2.1	-1	-0.5	-4	-2	-9	i	3	0.2	-5
Nc1nc(N)c(-c2cccc(C(F)(F)F)c2)c(Cc2cccc(C(F)(F)F)c2)n1	-0.2	1	16*	-2	-8	4	i	2	10	-5
COc1ccc(NC(=O)CN(C)CC(=O)Nc2sc3c(c2C(N)=O)CCC3)cc1	1.0	-6	-0.3	-1	-3	-1	i	0	1.0	2
CCn1c(C)c(C2=CCN(S(=O)(=O)c3ccc(C)cc3)CC2)c2ccccc21	1.1	-5	0.3	6	-8	-2	i	0	1.4	10
CCO[C@@H]1OC(C(=O)N2CCOCC2)=C[C@H](C2CCCCC2)[C@H]1CCCO	-0.8	-6	-0.2	0	-2	-2	i	-1	-1.6	0
CC(=O)c1ccc(Oc2ncnc3sccc23)c(CN2CCOCC2)c1	-0.2	-10	0.0	-1	0	-1	i	0	-1.5	-5
CCN(CC)Cc1c(C)[nH]c2ccc(NC(C)=O)cc2c1=O	2.5	x	-0.3	1	7	6	i	1	-0.8	-4
Cc1ccccc1Nc1nc(CSc2nnnn2-c2ccccc2)cs1	-1.3	9	0.0	9	-11	1	i	3	3.0	18
Fc1ccc(F)c(CN2CCN(c3ncccn3)CC2)c1	x	-3	-1.0	-8	3	3	i	-3	-2.5	-6
COc1ccc2[nH]c3c(c2c1)CCN1C(=O)N([C@@H](C)C(=O)NCc2ccccc2)C(=O)[C@]31C	-0.1	10	0.4	2	-12	2	i	3	0.6	-3
C[C@H](CO)N1C[C@H](C)[C@@H](CN(C)S(C)(=O)=O)Oc2ccc(NC(=O)C3CCCCC3)cc2C1=O	1.0	8	-0.7	-2	6	3	i	0	-1.5	-1
O=C(C1CC1)N(CCN(Cc1ccccc1)C(=O)C1CC1)Cc1ccccc1	2.8	-5	-0.6	-4	4	3	i	-2	-0.4	0
CC(=O)c1ccc(N2CCN(CC3CCCCC3)CC2)cc1	1.8	-12	-0.9	-3	2	9	i	-1	-2.5	-3
COc1ccc(S(N)(=O)=O)cc1C(=O)NCC(C)(C)N1CCCCC1	-0.1	-2	0.2	-1	3	4	i	-5	-2.0	-2
O=C(OC1CCN(c2ncc(C(F)(F)F)cc2Cl)CC1)c1cccc(C(F)(F)F)c1	0.2	-4	-0.4	-5	5	1	i	2	1.1	8
Cc1ccc(SCCN2CCN(Cc3ccccc3)CC2)cc1	-0.2	-6	-0.8	4	1	-7	i	4	-1.9	-11
CCn1cc(C(=O)NCCC(=O)NC(C)C)c(=O)c2cc3c(cc21)OCO3	2.7	-5	0.0	-1	-2	0	i	0	-0.6	1
Cc1ccc(C)c(S(=O)(=O)N2CCN(CC(=O)Nc3ccc4c(c3)CCC4)CC2)c1	0.1	-4	-0.4	0	-8	-3	i	-1	3.4	2
O=C(COC(=O)CNC(=O)c1ccccc1)NC1CCCCC1	-0.6	5	-0.3	-2	3	2	i	1	-0.7	1

Looked up above:
Reading of O=C(OC1CCN(c2ncc(C(F)(F)F)cc2Cl)CC1)c1cccc(C(F)(F)F)c1 under Scp1 inh: -4
Reading of Cc1cnc(C)c(N2CCC(C(=O)NC(C)c3cccs3)CC2)n1 (centres undefined) under Tb MetRS inh: -0.2

Continuation:
SMILES	MsrA inhibitor	Scp1 inh	Tb MetRS inh	CSN inh	DNMT1 block	SUMO1-SIM PPI	Rpn11 block	STEP block	LMPTP inh	NadD block
Fc1ccccc1NC(=S)N1CCN(c2ccccn2)CC1	0.7	-5	-0.4	-4	-1	3	i	1	-1.7	-2
Nc1ccc(NC(=O)Nc2ccc(N)cc2)cc1	0.5	-14	-0.6	0	-5	-7	i	2	2.0	-3
CCC1CCCCN1C(=O)CSc1nnc(-c2ccc(OC)cc2)o1 (centres undefined)	0.2	0	1.9	-9	-1	3	i	1	0.0	-3
Cc1cc(OC(C)C(=O)N2CCN(c3ccccc3)CC2)c2c(C)c(C)c(=O)oc2c1 (centres undefined)	0.0	3	-0.4	7	-1	-7	i	3	0.1	-8
CCOC(=O)C1=C(CSc2nc3ccccc3s2)NC(=O)NC1c1ccc(OC)cc1 (centres undefined)	-0.7	-6	-0.7	3	-12	0	i	2	3.6	-2
CCN(C(=O)CSc1nnc(NCCOC)s1)c1c(N)n(Cc2ccccc2)c(=O)[nH]c1=O	0.5	-6	-0.1	1	2	-3	i	-2	-0.2	-5
O=C(O)c1cc(-c2ccccc2)c(N2CCOCC2)s1	-0.4	3	-0.9	-3	-1	6	i	0	0.8	-5
OC1(C#Cc2c(-c3ccsc3)oc3ccc(N4CCOCC4)cc23)CCCCC1	1.6	-2	-0.2	0	-26	-6	i	-1	3.8	4
C[C@H](CO)N1C[C@H](C)[C@@H](CN(C)C(=O)Nc2ccc3c(c2)OCO3)Oc2c(NC(=O)Nc3ccc4c(c3)OCO4)cccc2C1=O	-1.3	-9	-0.4	1	-3	-1	i	0	-2.1	3
CSc1cccc(NC(=O)CN2C(=O)COc3ccc(S(=O)(=O)N4CCOCC4)cc32)c1	-1.2	0	1.9	-2	-1	7	i	0	-1.4	-1
COc1cccc(C(=O)C2CCCN(Cc3cccn3-c3cccnc3)C2)c1 (centres undefined)	-0.6	-10	-0.5	2	1	1	i	4	-1.0	3
Cc1nc(C(F)(F)F)ccc1C(=O)Nc1ccc(C(F)(F)F)cn1	-0.8	-8	0.4	-2	2	0	i	4	-1.8	-4
Cc1cccc(/N=C/c2c(O)n(Cc3ccc4c(c3)OCO4)c(=O)c3ccccc23)n1	0.8	-9	0.0	-1	-1	4	i	3	-1.5	-6
Cc1cccc(C)c1N1C(=O)[C@@H]2C(c3ccccc3Cl)=NO[C@@H]2C1=O	0.3	-6	0.2	-3	-1	5	i	1	0.9	-6
Cc1ccc(SCCCn2cnc3ccccc3c2=O)cc1	0.5	1	-0.2	-1	-3	5	i	-1	0.4	-1
CC(=O)Nc1c2c(nn1-c1ccccc1)CSC2	-0.6	-2	-0.3	-3	3	6	i	-2	-0.6	3
O=[N+]([O-])c1ccccc1CNCCO	0.9	-4	-0.2	0	4	-13	i	2	0.8	-2
O=C(Nc1c2c(nn1-c1ccccc1)CS(=O)(=O)C2)C1CC1	0.3	x	-0.2	2	3	-3	i	-2	-1.3	5
O=C(CNc1ccc(Br)cc1)NNC1=NCCC1	0.2	0	-0.8	2	6	4	i	-3	-2.0	-4
O=C(COC(=O)CC(c1ccccc1)c1ccccc1)NCc1ccccc1	-0.3	-9	-1.3	2	3	1	i	0	0.9	-4
